CHRM4 agonist = CHRM4 agonism in calcium assay; CHO-K1 hM4/Gqi5, Fluo-8 calcium fluorescence; vehicle 0%, full acetylcholine response 100%; activation, % at 3 µM; hit rate 0.14% among 360,000;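 active means activation above the run mean over all test wells plus 3 SD, cut at about 32% in these data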;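 further: peak over basal fluorescence ratio per well then scaled between controls; 0% = DMSO wells and 100% = acetylcholine at EC100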
CHRM1 PAM = positive allosteric modulators of human M1 muscarinic receptor | P11229 | hit rate 0.088% among 360,000 | CHO-K1 hM1, Fluo-8 calcium fluorescence, ACh EC20; 0% = ACh EC20, 100% = maximal ACh | activation, % at 3 µM; in the data active means activation above about 19%, passing the limit was not always enough
Target sequence (P11229 whole entry, looked up): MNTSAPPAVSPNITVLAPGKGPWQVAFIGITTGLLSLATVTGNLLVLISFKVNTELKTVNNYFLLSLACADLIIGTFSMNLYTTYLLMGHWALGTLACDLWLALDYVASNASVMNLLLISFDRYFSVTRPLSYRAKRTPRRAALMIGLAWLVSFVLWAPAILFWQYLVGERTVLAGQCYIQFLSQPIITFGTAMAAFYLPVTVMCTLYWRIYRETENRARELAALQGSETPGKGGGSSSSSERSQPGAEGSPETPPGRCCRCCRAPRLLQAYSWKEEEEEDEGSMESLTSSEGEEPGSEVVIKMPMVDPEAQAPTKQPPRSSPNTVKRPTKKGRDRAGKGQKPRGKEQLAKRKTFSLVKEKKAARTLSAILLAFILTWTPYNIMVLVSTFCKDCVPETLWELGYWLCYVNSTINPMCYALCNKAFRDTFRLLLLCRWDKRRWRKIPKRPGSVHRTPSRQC
M1 antag = human CHRM1 antagonism; inhibition, % at 3 µM; AID 588852; P11229; hit rate 1.3% among 360,000; CHO-K1 hM1, Fluo-8 calcium fluorescence, ACh EC80 antagonist;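 active means percent inhibition above its own plate's cutoff, namely the mean of that plate's compound wells plus 3 SD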;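 further: peak over basal fluorescence ratio during 140 s after agonist addition; 0% = ACh EC80 plus DMSO and 100% = DMSO alone without agonist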
CHRM1 agonist = activates human CHRM1 receptor; activation, % at 3 µM; CHO-K1 hM1, Fluo-8 calcium fluorescence, agonist mode; 0% DMSO, 100% acetylcholine EC100; P11229; AID 588814; hit rate 0.33% among 360,000;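 active means activation above the run's mean compound activation plus 3 SD, cut at about 16% in these data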;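 further: peak over basal fluorescence ratio within a 140 s kinetic read after compound addition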
M4 antag = blocks acetylcholine activation of human M4 receptor; inhibition, % at 3 µM; AID 624125; hit rate 0.73% among 360,000; CHO-hM4 cells, ACh EC80, Fluo-8 calcium fluorescence;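 active means inhibition above its plate's cutoff, the mean inhibition of sample wells plus 3 SD, cut at about 27% in these data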;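 further: 0% = acetylcholine EC80 with DMSO and 100% = DMSO without agonist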
M5 PAM = positive allosteric modulators of human muscarinic M5 receptor; P08912; CHO-K1 hM5, Fluo-8 calcium, ACh EC20 PAM; 0% = ACh EC20, 100% = ACh EC100; activation, % at 3 µM; hit rate 0.3% among 360,000;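 active means activation above the run cutoff, the mean activation of all test compounds plus 3 SD, cut at about 18% in these data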
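Assay system: CHO-K1 hM5 cells / Incubation: Fluo-8 loading 80 min at 37 °C plus 30 min room temperature / Technique: Fluo-8 calcium dye fluorescence, kinetic read / Repeats: single replicate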
M5 ag = CHRM5 agonism in calcium assay; hit rate 0.19% among 360,000; CHO-K1 hM5 cells, Fluo-8 calcium fluorescence; 0% DMSO wells, 100% maximal acetylcholine response; AID 624037; activation, % at 3 µM;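 active means activation above the run's mean over test compounds plus 3 SD, cut at about 23% in these data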;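 further: signal is peak over basal fluorescence ratio across the kinetic read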
TAAR1 ag = human TAAR1 agonism; Q96RJ0; CHO RD-HGA16 TAAR1, Fluo-8 calcium fluorescence; vehicle wells 0%, saturating PEA agonist 100%; activation, % at 3 µM; hit rate 0.99% among 360,000;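 active means activation above the mean activation of all test compounds in the run plus 3 SD, cut at about 38% in these data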
Target sequence (Q96RJ0 whole entry, looked up): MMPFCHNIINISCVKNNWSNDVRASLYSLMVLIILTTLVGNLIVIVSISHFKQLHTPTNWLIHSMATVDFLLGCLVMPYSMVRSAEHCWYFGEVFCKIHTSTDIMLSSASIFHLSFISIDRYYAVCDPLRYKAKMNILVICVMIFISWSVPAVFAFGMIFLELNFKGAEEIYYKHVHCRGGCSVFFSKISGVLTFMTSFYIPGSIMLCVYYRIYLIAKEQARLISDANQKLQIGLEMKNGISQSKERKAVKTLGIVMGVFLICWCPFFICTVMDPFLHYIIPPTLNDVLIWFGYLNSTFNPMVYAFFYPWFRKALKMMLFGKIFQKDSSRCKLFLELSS
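Assay system: CHO-derived RD-HGA16 cells with stable Gα16 and human TAAR1; timing: 17-24 h seeding, 75 min 37 °C dye, 30 min RT; read-out: % activation from peak over basal fluorescence ratio, DMSO-to-PEA scaled; measured by: kinetic Fluo-8 calcium fluorescence; benchmarks: low control DMSO, high control PEA (EC100); doses: 3 µM single concentration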
CHRM5 antagonist = blocks acetylcholine activation of human M5 receptor; P08912; CHO-hM5 cells, Fluo-8 calcium fluorescence, ACh EC80; inhibition, % at 3 µM; hit rate 0.59% among 360,000;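 active means inhibition above a per-plate cutoff, the mean of that plate's test compounds plus 3 SD, cut at about 27% in these data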;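 further: 0% = acetylcholine EC80 with DMSO and 100% = DMSO without agonist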
* = called active by the depositor.

SMILES	CHRM4 agonist	CHRM1 PAM	M1 antag	CHRM1 agonist	M4 antag	M5 PAM	M5 ag	TAAR1 ag	CHRM5 antagonist
COc1nccnc1NS(=O)(=O)c1ccc(NC(=S)NC(=O)c2ccc(F)c(F)c2)cc1	2	4	-4	-3	16	-8	-3	0	19
O=S(=O)(NC(=NCc1ccccc1)c1ccc(F)cc1)c1ccc(Cl)cc1	2	6	-2	-4	-1	2	2	0	5
COc1cccc(CN(CC(=O)NC2CCCC2)C(=O)CCC(=O)Nc2cc(C)on2)c1	1	5	-22	-4	-3	10	-3	3	1
Cn1cc(Cl)c(C(=O)OCC(=O)Nc2ccccc2)n1	1	16	-19	-1	1	-1	6	11	47*
Cc1ccc(S(=O)(=O)N2CCC(C(=O)NCCc3ccccc3)CC2)cc1	0	5	-13	-2	4	-7	2	22	-2
C[C@H]1CCC[C@]2(O[C@H](CCO)C[C@@H](O)[C@@H]2O)O1	0	9	-2	-1	-5	3	4	14	7
Cc1ccc(S(=O)(=O)c2cc3c(=O)n4ccccc4nc3n(C)c2=N)cc1	0	2	1	-7	3	-1	-1	5	0
O=C(COc1ccc(F)cc1)NCC1CCCO1 (stereo unspecified)	1	6	-8	-3	4	-4	1	6	7
C=CCn1c2ccccc2c2nnc(SCC(=O)OCN3C(=O)c4ccccc4C3=O)nc21	10	0	15	1	-7	-2	2	14	4
Cc1ccc(C2=N/C(=C\N(C)C)C(=O)O2)cc1	0	10	-13	-7	-4	3	-1	-2	-1
CCN(CC1COc2ccccc2O1)C(=S)NCCCN(C)C (stereo unspecified)	1	-8	12	-5	-1	-8	-9	0	-16
CN(C)c1ccc(/C=C2/C=C(c3ccc4c(c3)CCCC4)OC2=O)cc1	1	2	-5	-2	-3	1	1	2	-1
CS(=O)(=O)N(CC(=O)N1CCCCCC1)c1cccc(F)c1	1	3	-4	-7	5	-7	-6	3	16
O=S(=O)(c1ccc(=S)[nH]c1)N1CCCCC1	1	6	-5	0	-4	3	4	3	4
Cc1ccc(S(=O)(=O)N(C)C)cc1NC(=O)C(C)OC(=O)C1CCCCC1 (stereo unspecified)	0	-7	14	-2	12	11	1	0	-4
CCC(Oc1ccccc1)C(=O)Nc1ccc(S(=O)(=O)NCC2CCCO2)cc1 (stereo unspecified)	7	2	-6	5	11	-12	12	36	15
CCCCNC(=O)c1cnc2n(c1=O)CCS2	0	0	-16	-2	3	4	-1	4	-4
CCN1C(=O)[C@H]2[C@@H](c3ccc(C)cc3)N3C(=O)N(c4cccc(Br)c4)C(=O)[C@@]3(Cc3ccccc3)[C@H]2C1=O	4	4	-6	-4	-34	9	-3	8	-5
COc1ccc(-c2nn(-c3ccccc3)cc2C(=O)Nc2cccc(C(=O)O)c2)cc1[N+](=O)[O-]	0	5	-7	-3	1	-1	0	0	8
CC(C)OCCCn1c(-c2ccc(Br)cc2)c[nH]c1=S	4	-2	4	-6	-10	-1	-9	5	3
CCCC1CCC(c2nc(-c3cccnc3)no2)CC1 (stereo unspecified)	1	-11	-4	0	-9	-3	-1	11	0
Cc1cc(-c2cccs2)c(C#N)c(=S)[nH]1	0	13	-11	-3	2	-6	-2	2	16
COc1nccnc1NS(=O)(=O)c1ccc(NS(=O)(=O)c2ccc(NC(C)=O)cc2)cc1	0	6	-8	-2	-5	-1	1	5	-4
COc1cc2c(cc1OC)C(C1C(=O)CC(C)(C)CC1=O)N(C(=O)CCl)CC2 (stereo unspecified)	0	0	0	2	5	-3	-1	4	6
CCOC(=O)c1cc2c(N)c(C(=O)c3ccc(Br)cc3)sc2[nH]c1=O	1	15	-23	-2	-1	-2	2	1	0
O=C(CSc1nnc2ccccn12)NCCc1ccc(F)cc1	1	11	0	-2	-6	-12	-3	3	17
Cc1ccnc2nc(C(=O)OCC(=O)Nc3ccc4c(c3)OCCO4)nn12	1	3	-6	1	-3	0	4	0	6
O=S1(=O)N=C(N(CCO)/N=C/c2ccc(Cl)cc2)c2ccccc21	1	10	-19	-3	3	0	-4	8	4
CN(C)S(=O)(=O)N1C(=O)c2ccccc2C1=O	1	9	-9	-1	2	-2	-4	2	2
OCCC1CN(CC(c2ccccc2)c2ccccc2)CCN1C1CCCC1 (stereo unspecified)	0	-32	27*	-14	23	-1	-10	-1	-7
O=C(C1CCCO1)N1CCN(S(=O)(=O)c2cccc3nsnc23)CC1 (stereo unspecified)	0	4	-9	-2	3	-11	-2	1	8
CCOc1ccc(NC(=S)N2CCC(C(=O)c3ccc(F)cc3)CC2)cc1	0	4	-9	-4	0	0	-6	3	-1
COC(=O)c1sc(C(F)(F)F)c(-c2ccccc2)c1S(=O)(=O)N1CCOCC1	6	2	-3	-5	-7	-6	-1	-2	15
COc1cccc(C2C(C(=O)c3ccc(C)o3)=C(O)C(=O)N2c2cc(C)on2)c1 (stereo unspecified)	0	8	-16	-3	3	2	-3	2	5
CC(/C=N/NC(=O)COc1ccccc1C)=N\NC(=O)COc1ccccc1C	1	2	0	-2	5	0	0	3	-1
O=C(NNC(=O)C1CC2CCC1C2)c1sc2ccccc2c1Cl (stereo unspecified)	4	2	-3	-4	-4	-3	-1	1	-1
CC1CN(C(=O)CSc2nc(N)cc(N)n2)CC(C)O1 (stereo unspecified)	1	1	0	-3	12	5	1	1	1
CC(CCN1CCOCC1)c1ccccc1 (stereo unspecified)	0	-3	4	-3	-13	0	-3	2	2
COc1ccc(S(=O)(=O)N(C)CC(=O)NC2CCCCC2)cc1OC	0	5	-9	0	2	-3	3	6	3
COC(=O)c1c(NC(=O)CN2CCN(c3cccc(Cl)c3)CC2)sc(C)c1C	1	9	-8	-2	-10	1	-1	1	-6

Given with two lines to a compound: entries from further up
Order of results – CHRM4 agonist | CHRM1 PAM | M1 antag | CHRM1 agonist | M4 antag | M5 PAM | M5 ag | TAAR1 ag | CHRM5 antagonist
O=C(C1CCCO1)N1CCN(S(=O)(=O)c2cccc3nsnc23)CC1 (stereo unspecified)
  0 | 4 | -9 | -2 | 3 | -11 | -2 | 1 | 8
CCOc1ccc(NC(=S)N2CCC(C(=O)c3ccc(F)cc3)CC2)cc1
  0 | 4 | -9 | -4 | 0 | 0 | -6 | 3 | -1

The list goes on.
SMILES	CHRM4 agonist	CHRM1 PAM	M1 antag	CHRM1 agonist	M4 antag	M5 PAM	M5 ag	TAAR1 ag	CHRM5 antagonist
COC(=O)c1ccccc1S(=O)(=O)NNC(=O)c1ccccc1-n1cccc1	1	5	0	-3	-1	-6	-3	2	8
O=C(c1ccccc1)N1CCC(c2nc(-c3ccc(S(=O)(=O)NCC4CCCO4)cc3)no2)CC1 (stereo unspecified)	8	-5	7	0	-16	-10	5	43*	-3
O=C(Nc1ccccc1-c1nc2ccccc2s1)c1ccco1	0	3	-9	0	-11	1	-2	3	-2
O=C(NCCCCNC(=O)c1ccc(Br)s1)c1ccc(Br)s1	1	-3	1	-2	-6	-4	-1	32	-2
CC(C)CN1C(=O)NC(NC(=O)c2cccs2)(C(F)(F)F)C1=O (stereo unspecified)	-1	6	-14	-6	3	6	-4	-2	-2
Cc1ccc(/C=N/NC(=O)CSc2nnc(-c3ccccc3)n2-c2ccc(Cl)cc2)o1	2	2	-2	-4	-2	-3	1	11	-1
CCOC(=O)c1cccc(NC(=O)CCS(=O)(=O)c2cccs2)c1	2	-4	4	-2	6	-7	-1	3	0
OC1C2CN3CCN(C2)CC1(Cc1ccccc1)C3 (stereo unspecified)	2	1	9	-3	10	-8	-6	0	4
COc1ccccc1-n1cc(CN2CCCC(CO)(Cc3cccc(Cl)c3)C2)cn1 (stereo unspecified)	5	0	-4	-5	4	-6	-8	3	10
Cc1cccc(NS(=O)(=O)c2cccc(C(=O)N3CCCC3)c2)c1	1	16	-7	4	0	6	2	1	-3
CC[C@]1(C(=O)OC)[C@H]2C(=O)N(C)C(=O)[C@H]2[C@H]2CN=C(SCc3ccc(C)cc3)N21	1	11	-18	-4	-19	-3	1	2	1
COc1ccc(CCNC(=O)C2CCCN2C(=O)Nc2ccccc2)cc1OC (stereo unspecified)	0	1	-8	-4	11	1	-6	6	25
Cc1ccc(OC(=O)N(C)C[C@@H]2OCc3cn(nn3)CCCC(=O)N([C@@H](C)CO)C[C@H]2C)cc1	1	5	-20	-4	-2	4	0	3	-8
Cc1c(C(=O)N2CCCC2)c(S(=O)(=O)NCC(C)c2ccccc2)c(C)n1C (stereo unspecified)	1	15	-19	2	-11	0	-4	32	16

Copied from the list.
`Cc1ccc(/C=N/NC(=O)CSc2nnc(-c3ccccc3)n2-c2ccc(Cl)cc2)o1` @ CHRM5 antagonist = -1
`Cc1c(C(=O)N2CCCC2)c(S(=O)(=O)NCC(C)c2ccccc2)c(C)n1C` (stereo unspecified) @ CHRM1 PAM = 15

Molecules listed so far that contain an aryl thioether with sulfur outside any ring, in the order listed:
SMILES	CHRM4 agonist	CHRM1 PAM	M1 antag	CHRM1 agonist	M4 antag	M5 PAM	M5 ag	TAAR1 ag	CHRM5 antagonist
C=CCn1c2ccccc2c2nnc(SCC(=O)OCN3C(=O)c4ccccc4C3=O)nc21	10	0	15	1	-7	-2	2	14	4
O=C(CSc1nnc2ccccn12)NCCc1ccc(F)cc1	1	11	0	-2	-6	-12	-3	3	17
CC1CN(C(=O)CSc2nc(N)cc(N)n2)CC(C)O1 (stereo unspecified)	1	1	0	-3	12	5	1	1	1
Cc1ccc(/C=N/NC(=O)CSc2nnc(-c3ccccc3)n2-c2ccc(Cl)cc2)o1	2	2	-2	-4	-2	-3	1	11	-1

Not all compounds are listed; the hit share may differ from the screen's.
